Screens: PubChem, National Center for Advancing Translational Sciences (NCATS)
Coupling enz: counter-screen for Giardia aldolase inhibitors: coupling enzyme system; coupling enzyme system counterscreen, AmpLite Red fluorescence; activity change, negative = inhibition, % at 58.2 µM, hits read low; 0.67% of 290,000 active; AID 2472; in the data active = activity change below about -30%; note: % is set by controls: 0 for no effect and ±100 for the full control effect
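Coupling enzymes only (glyceraldehyde-3-phosphate) + compound, at 57.5 uM final, 10 min RT; add substrate/coupling/AmpLite Red mix, 20 min RT; fluorescence ex 525/em 598 nm. Actives flag coupling-system interference.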
KCNH2 WT inh: blocks the wildtype human KCNH2 potassium channel; Q12809; AID 720551; U2OS, BacMam KCNH2, thallium flux FluxOr; active compounds read low; 0.37% of 340,000 active; activity change, % at 1.84 µM;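 active = maximum activity change below -70%; inconclusive = maximum activity change between -70% and -50%; inactive = maximum activity change above -50%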; note: % is set by controls: 0 for no effect and ±100 for the full control effect
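U2OS cells transduced with wild-type KCNH2 virus are loaded with FluxOr dye for 45 min, and thallium flux is measured in kinetic reads before and after stimulation buffer. Rate constants are normalized to DMSO controls.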
MLL CXXC-DNA inh: MLL CXXC-DNA interaction inhibition; AID 2662; Potency, µM (doses to about 115 µM), for inactives: top-dose activity change, negative = inhibition, hits mostly inhibitors; 0.037% of 290,000 active; MLL-CXXC / FITC-HOXA9 DNA fluorescence polarization; active = well fitted inhibition curve with a large enough effect in the polarisation, with a control signal flat, not every such curve was filed as active; inconclusive = small, poorly fitted or top-dose-only effect, or effect the other way, or a change in a side signal; inactive = no such curve, though single readings can be large or run the other way; the % refers to the polarisation; note: potency is the fitted concentration of half-maximal effect
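Fluorescence polarization: 7 uM MLL-CXXC (stock) preincubated 5 min with compounds, then 50 nM fluorescein-HOX-A9 DNA (stock) added; 30 min ambient. Buffer 50 mM Tris-HCl pH 7.5, 50 mM NaCl, 1 mM DTT, 0.05% BSA.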
TCR act: activates T cell receptor signaling | primary human leukocytes, anti-CD3, IL-2 HTRF, 48 h | Potency, µM (series often up to 9.22 µM), for the others: top-dose activation of IL-2 secretion, actives largely listed as activators | 330,000 tested, under 10 active | AID 504894; note: % of control where 0% means no effect
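TCR engagement came from a-CD3 beads alone, with compounds added to primary human leukocytes for 48 hr. Secreted IL-2 bridged europium cryptate- and d2-labelled anti-IL-2 antibodies, giving FRET emission at 665nm after 320nm excitation.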
A-T KAP1 phos: candidate therapy for ataxia-telangiectasia. […] A-T fibroblasts, KAP-1 phosphorylation AlphaLISA; neocarzinostatin DNA damage 30 min before lysis. Potency, µM (highest dose often 57.5 µM), inactives show at the highest dose activation, most hits filed as activators. 0.19% of 320,000 active; note: potency is the fitted concentration of half-maximal effect; % of control where 0% means no effect; nearly all actives have a fitted effect of over 45% in size
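hTERT-immortalized A-T patient fibroblasts ([…]), 500 cells/well in OPTI-MEM, 1% FBS, got compounds for 60 min, then NCS for 30 min at 37C. Lysates were then assayed for phospho-KAP-1 by AlphaLISA (anti-pKAP1 donor, anti-KAP1 acceptor beads), 6 hr at 25C.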
BCR signal inh: blocks chronic active B-cell receptor signaling | Potency, µM (top dose mostly 46.1 µM), for the others: at the highest dose ratio change, negative = lower green/red ratio, usual class: inhibitors | 0.05% of 340,000 active | ABC-DLBCL IkBa-CBG/CBR reporter, luminescence ratio, 4 h; active = well fitted inhibition curve with a large enough effect in the signal ratio, with a control signal flat, not every such curve was filed as active; inconclusive = small, poorly fitted or top-dose-only effect, or effect the other way, or a change in a side signal; the % refers to the signal ratio;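 note: potency is the fitted concentration of half-maximal effect; plate controls were basal doxycycline-induced cells for no effect and cells given 10 µM MG132 for full effect; MG132 reads +100%, hits lower the ratio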
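Doxycycline induced both beetle luciferases in TMD8 lymphoma cells; IKK-driven degradation limits the IkappaBalpha-fused green signal, while red luminescence normalises for cell number and nonspecific effects. Compounds tested up to 46 uM, 4 hrs.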
Tb PFK inh: blocks T. brucei phosphofructokinase. O15648. T. brucei PFK, ADP-Glo luminescence. Potency, µM (series often up to 57.5 µM), for inactives: at the top dose activity, negative = inhibition, hits mostly inhibitors. 0.17% of 330,000 active;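 note: potency is the fitted concentration of half-maximal effect; 0% = uninhibited 1x PFK enzyme wells and -100% = no-enzyme wells; nearly all actives have a fitted effect of over 60% in size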
Target sequence (O15648 whole entry, looked up): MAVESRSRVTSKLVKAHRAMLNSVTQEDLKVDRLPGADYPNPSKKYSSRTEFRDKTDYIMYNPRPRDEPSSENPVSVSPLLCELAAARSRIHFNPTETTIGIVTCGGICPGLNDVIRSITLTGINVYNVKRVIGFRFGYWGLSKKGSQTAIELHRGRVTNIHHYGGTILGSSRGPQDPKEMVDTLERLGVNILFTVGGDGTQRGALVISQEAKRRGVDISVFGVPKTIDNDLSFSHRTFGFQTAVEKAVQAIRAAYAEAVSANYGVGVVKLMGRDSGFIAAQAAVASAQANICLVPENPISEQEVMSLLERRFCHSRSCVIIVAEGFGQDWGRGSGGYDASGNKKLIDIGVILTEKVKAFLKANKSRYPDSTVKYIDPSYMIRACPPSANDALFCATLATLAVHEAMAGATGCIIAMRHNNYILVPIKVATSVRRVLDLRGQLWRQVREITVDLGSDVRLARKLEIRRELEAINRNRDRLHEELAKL
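Luminescent ADP detection (ADP-Glo, two-step: ATP depletion then ADP-to-ATP conversion for luciferase) reported PFK activity after 45 min room-temperature reaction of 1.25 nM enzyme with 0.5 mM F6P and 0.1 mM ATP at pH 8.0.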
Giardia killer: Giardia lamblia killing | 0.15% of 340,000 active | AID 540267 | activity change, % at 7.66 µM, hits read low | Giardia lamblia trophozoite viability; in the data active = activity change below about -80%; inconclusive = between about -30% and that limit;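 note: parasites exposed to compound for two days anaerobically before the ATP read; % is set by controls: 0 for no effect and ±100 for the full control effect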
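Media and compound were dispensed first, then trophozoites at 100 cells/well; plates sat 48 hrs at 37 deg C without oxygen before ATP luminescence reagent was added and read after 15-30 min at room temperature.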
TSHR antag: human thyrotropin receptor antagonism | TSHR-expressing cells, TSH-stimulated cAMP HTRF, 2 h; active compounds read low | 0.2% of 330,000 active | activity change, negative = inhibition, % at 11.5 µM | AID 504810;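 active = activity change below a set negative limit, meaning inhibition stronger than a set level, cut at about -70% in these data; inconclusive = activity change between two set negative limits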; note: % is set by controls: 0 for no effect and ±100 for the full control effect
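Read-out is FRET at 665 nm (cryptate excitation 337 nm) from a cryptate-tagged anti-cAMP antibody, competed by cell cAMP against cAMP-d2. Compounds are tested on freshly harvested TSHR cells challenged with 4nM TSH (EC80) for 2 hours at 37 deg C.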
GALK inh: galactokinase (human) inhibition | Potency, µM (top dose mostly 57.5 µM), inactives show at the highest dose activity change, negative = inhibition, most hits filed as inhibitors | Purified GALK, Kinase-Glo residual ATP luminescence | 0.007% of 270,000 active; note: potency is the fitted concentration of half-maximal effect; % is set by controls: 0 for no effect and ±100 for the full control effect
Target sequence (P51570 whole entry, looked up): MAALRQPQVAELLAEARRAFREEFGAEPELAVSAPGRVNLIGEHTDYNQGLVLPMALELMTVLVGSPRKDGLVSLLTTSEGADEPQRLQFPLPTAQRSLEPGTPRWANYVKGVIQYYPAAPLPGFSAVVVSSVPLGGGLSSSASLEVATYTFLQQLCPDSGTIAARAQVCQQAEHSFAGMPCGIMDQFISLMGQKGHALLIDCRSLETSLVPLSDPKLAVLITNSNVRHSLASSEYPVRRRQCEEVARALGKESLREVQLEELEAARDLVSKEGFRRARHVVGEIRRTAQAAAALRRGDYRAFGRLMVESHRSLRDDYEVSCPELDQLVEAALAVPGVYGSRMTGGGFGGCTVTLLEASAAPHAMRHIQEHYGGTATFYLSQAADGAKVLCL
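GALK at 5 nM final was combined with compound, 35 uM ATP and 100 uM galactose in HEPES pH8.0 with MgCl2 and DTT. The reaction ran one hour at room temperature before luminescent ATP detection.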
The depositor's hits bear a star; u = inconclusive; x = not tested or not shown; [ ] = dose if it differs, or a comment. Unless noted, calls come from the whole dose curve; as a rule, active = well fitted curve in the direction sought with a large enough effect; inconclusive = small, poorly fitted or top-dose-only effect, or another doubt; inactive = no such curve, though single readings can be large; an effect the other way counts as inactive or inconclusive.

cpd | structure | Coupling enz | KCNH2 WT inh | MLL CXXC-DNA inh | TCR act | A-T KAP1 phos | BCR signal inh | Tb PFK inh | Giardia killer | TSHR antag | GALK inh
1 | CCN1CCN(S(=O)(=O)c2ccc(Cl)c(C(=O)NCCOc3ccc(C)cc3)c2)CC1 | x | 12.7 | x | 2.1% | 23.3% | -4.2% | 1.7% | 1.6 | 24.8 | x
2 | CC(C)C(=O)Nc1ccc(NC(=S)NC(=O)c2cc3ccccc3o2)cc1 | -0.5 | -2.0 | 3.5% | -3.8% | 1.2% | -7.6% | 2.9% | 1.0 | 10.0 | 0.3%
3 | O=C(Nc1cccc(S(=O)(=O)N2CCCC2)c1)c1cccc(S(=O)(=O)N2CCOCC2)c1 | x | 0.8 | x | -7.7% | 0.1% | -0.5% | 2.6% | 17.8 | -16.0 | x
4 | COc1ccccc1CNC(=O)C1CCC(CNc2c(N3CCOCC3)c(=O)c2=O)CC1 (stereo not drawn) | 1.3 | 3.3 | -1.6% | 16.1% | 0.6% | -0.1% | 0.6% | -29.1 | 4.8 | -1.6%
5 | Cc1cc(C)c(C)c(S(=O)(=O)Nc2cccc(-n3cnnn3)c2)c1C | x | -4.8 | -7.9% | -8.2% | 9.3% | -0.7% | 2.8% | -4.9 | -9.4 | -3.1%
6 | CCOP(=O)(OCC)c1nc(-c2cccc3ccccc23)oc1N1CCOCC1 | 0.3 | 5.5 | 4.6% | 3.5%[46.1 µM] | 17.7% | u | 0.0% | 17.3 | 3.0 | -0.7%
7 | COc1ccc(CC(NC(C)=O)C(=O)NC2CCN(C(=O)Nc3ccc(C#N)cc3)CC2)cc1OC (stereo not drawn) | 3.3 | 6.1 | 1.5% | 3.1% | -11.8% | u | 6.5% | 0.0 | 3.5 | 3.0%
8 | Cc1ccc(N(CC(=O)NCc2ccc(F)cc2)C(=O)c2snc(C(N)=O)c2N)cc1C | 2.9 | 12.9 | 16.2% | -4.4% | 0.4% | 11.6% | -1.1% | 6.4 | 10.8 | 14.3%
9 | O=C(O)CCn1c(=S)oc2ccccc21 | -1.2 | 12.2 | -2.9% | 1.1%[46.1 µM] | -4.2% | -7.3% | 4.4% | 5.1 | -5.1 | -0.7%
10 | Cc1cc(NC(=O)C(Cl)c2ccccc2)no1 (stereo not drawn) | 0.8 | 4.4 | -11.1% | 10.8% | -2.5% | u | -6.6% | 10.7 | -9.0 | 0.0%
11 | O=C(Cn1c2c(c(-c3ccccc3)cc1=O)CCCC2)N1CCCCCC1 | -3.0 | -0.5 | -1.3% | -7.9% | 16.2% | 1.6% | -3.8% | -12.3 | 2.2 | x
12 | N=C1C(c2nc(-c3ccc(Br)cc3)cs2)=C(O)CN1NC(=O)c1ccc([N+](=O)[O-])cc1 | 0.3 | -2.6 | -2.0% | 0.0% | -3.1% | -0.7% | -6.2% | 2.3 | 2.3 | 1.7%
13 | O=C(NCCC(=O)N1CCN(c2ccccn2)CC1)c1ccc(Cl)cc1 | x | -0.2 | x | -0.6% | 11.4% | 2.3% | 1.0% | 8.5 | -4.2 | x
14 | CCOCCCNC(=O)c1ccc(Cn2c(=O)[nH]c3ccsc3c2=O)cc1 | 4.3 | -0.8 | 0.0% | 3.8% | 0.9% | -1.5% | 3.9% | 6.5 | 8.7 | -4.6%
15 | O=C1CCCc2c1[nH]c1ccc(Cl)cc21 | 0.2 | -37.6 | -1.7% | u | x | 11.6% | 0.1% | -4.9 | -2.3 | 2.0%
16 | CCCC(=O)NC(=S)Nc1ccc(S(=O)(=O)Nc2ccc(OCC)cc2)cc1 | 0.3 | 2.3 | 5.6% | 3.6%[46.1 µM] | 4.3% | u | -1.5% | 14.1 | -3.1 | 0.2%
17 | Cc1ccc(S(=O)(=O)/C(C#N)=C/c2c(N3CCCCC3)nc3ccccn3c2=O)cc1 | 1.6 | 1.5 | -1.6% | 10.4% | -2.4% | u | -5.3% | -11.4 | -8.7 | -1.3%
18 | Cc1ccc2nc3nc(NCC4CCCO4)c(C(=O)NC4CCCC4)cc3c(=O)n2c1 (stereo not drawn) | -2.4 | -6.5 | 18.3% | 2.6%[46.1 µM] | 2.1% | -2.0% | 7.8% | 1.4 | 15.1 | 0.1%
19 | CCSc1cc(C2C(C(=O)OC)=C(C)NC3=C2C(=O)CCC3)c(C)o1 (stereo not drawn) | -0.5 | -0.2 | -12.4% | -2.7% | x | 3.4% | -1.6% | 11.1 | 10.5 | 2.7%
20 | Cc1ccc(NC(=O)/C(=C\c2cccnc2)NC(=O)c2ccco2)cc1 | -0.1 | -11.2 | 1.6% | -6.9% | -2.0% | 3.4% | -7.2% | 4.8 | 5.4 | -0.3%
21 | O=S(=O)(N1CCCCC1)N1CCN(c2ccc(F)cc2)CC1 | 2.0 | 6.8 | -0.9% | -77.7% | 0.2% | u | -4.3% | 9.4 | -1.5 | -0.1%
22 | CSc1ccc(CN(C)CC(=O)NC(=O)NCCC2=CCCCC2)cc1 | x | 1.2 | x | -4.7% | 6.9% | 0.0% | -0.7% | -6.0 | -18.9 | x
23 | O=C(COC(=O)c1ccc(F)c(S(=O)(=O)N2CCOCC2)c1)NC1CCCCC1 | x | 8.8 | x | -5.1% | 4.0% | -1.0% | -3.9% | 16.8 | -8.2 | x
24 | Cc1nnc(SCC(=O)N2CCc3ccccc32)n1-c1ccccc1 | 0.9 | -5.0 | -0.4% | -17.9% | x | x | x | 6.9 | x | -1.8%
25 | Cc1cccc(-n2c(SCC(=O)O)nc3sc4c(c3c2=O)CCC4)c1 | 14.3 | -6.4 | -2.4% | -3.8% | 3.8% | 19.6% | 0.6% | 32.9[activator] | -4.6 | -4.1%
26 | COc1ccc(CCN2CC(C(=O)N(C)CCn3nc(C)cc3C)CCC2=O)cc1 (stereo not drawn) | x | -5.3 | 9.3% | -2.5% | -5.6% | -5.3% | 0.1% | 4.0 | -11.9 | 7.1%
27 | O=C(CNC(=O)c1ccc(Br)o1)NCc1ccccc1 | x | 6.8 | -5.3% | 9.9% | -0.3% | 3.3% | -1.5% | -8.2 | 17.7 | -7.0%
28 | CCn1c(SCC(=O)c2cc(C)ccc2C)nc2cc(S(=O)(=O)N3CCOCC3)ccc21 | -0.2 | -5.3 | 0.0% | 3.3%[46.1 µM] | 9.2% | 5.9% | -0.1% | 17.8 | -13.3 | -4.1%
29 | CSCc1nnc(NC(=O)c2ccc(S(=O)(=O)N(C)C)cc2)o1 | 0.4 | -6.7 | 1.1% | 1.1% | -4.7% | -5.5% | 0.8% | 13.1 | 4.1 | 1.9%
30 | COc1cc2c(cc1OC)C(=S)NC1(CCCC1)C2 | -1.1 | 2.0 | 6.1% | -4.7% | -7.5% | -13.5% | -2.5% | 8.1 | -14.7 | -2.1%
31 | CCCNC(=O)c1ccccc1NS(=O)(=O)c1ccc2c(c1)OCCO2 | 13.1 | -9.4 | 1.1% | 1.0% | 1.3% | -1.0% | 17.0% | -0.8 | 7.7 | 0.9%
32 | COc1ccc(NC(=O)c2ccc(NC3=NC4CS(=O)(=O)CC4S3)cc2)cc1 (stereo not drawn) | 0.6 | 3.8 | x | 9.0% | -8.7% | -10.1% | 0.7% | 24.6 | 0.5 | x
33 | Cc1ccc(NC(=O)CN(C)CC(=O)Nc2cccc(F)c2)cc1S(=O)(=O)N1CCCCCC1 | -0.4 | -5.8 | -3.7% | -2.7% | 3.1% | u | 4.8% | -16.3 | -11.5 | -0.9%
34 | CC(=O)N1CC2([N+](=O)[O-])CN(C(C)=O)CC([N+](=O)[O-])(C1)C2(C)C | -0.8 | -4.8 | 0.0% | 0.3% | -0.2% | -0.1% | -4.4% | -1.2 | 17.0 | 3.5%
35 | Cc1cccc(N/N=C/c2ccc(C)s2)c1 | -0.5 | -3.9 | -3.7% | -2.8% | 3.4% | u | -0.1% | 8.5 | 7.2 | 0.9%
36 | Cc1ccc(S(=O)(=O)N2CCN(CC(O)c3ccccc3)CC2)cc1 (stereo not drawn) | 1.2 | -1.4 | -2.0% | x | 2.8% | 2.2% | 2.8% | -7.4 | -11.5 | 10.7%

In the list so far, these have a thiophene ring, fused or not:
cpd | structure | Coupling enz | KCNH2 WT inh | MLL CXXC-DNA inh | TCR act | A-T KAP1 phos | BCR signal inh | Tb PFK inh | Giardia killer | TSHR antag | GALK inh
14 | CCOCCCNC(=O)c1ccc(Cn2c(=O)[nH]c3ccsc3c2=O)cc1 | 4.3 | -0.8 | 0.0% | 3.8% | 0.9% | -1.5% | 3.9% | 6.5 | 8.7 | -4.6%
25 | Cc1cccc(-n2c(SCC(=O)O)nc3sc4c(c3c2=O)CCC4)c1 | 14.3 | -6.4 | -2.4% | -3.8% | 3.8% | 19.6% | 0.6% | 32.9[activator] | -4.6 | -4.1%
35 | Cc1cccc(N/N=C/c2ccc(C)s2)c1 | -0.5 | -3.9 | -3.7% | -2.8% | 3.4% | u | -0.1% | 8.5 | 7.2 | 0.9%
